# High-throughput results deposited in PubChem by several laboratories.
# CRFR2-BP antag: antagonists of CRF-BP/CRF-R2 complex, primary screen, cell-based, HEK293, calcium dye fluorescence, uHTS. inhibition, % at 11.8 µM. 350,000 compounds, 0.59% hits. CRF-induced calcium fluorescence;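 active means inhibition of the ligand-induced calcium signal above about 50% at the single tested concentration, limit read from the data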
# M4 PAM: human M4 muscarinic receptor positive allosteric modulators, primary screen, CHO-K1 cells, Fluo-8 calcium fluorescence | CHO-K1 hM4/Gqi5, ACh EC20; 0% = ACh EC20, 100% = maximal ACh | 360,000 compounds, 0.4% hits | AID 624126, 2012 | Muscarinic acetylcholine receptor M4 (Homo sapiens), P08173 | activation, % at 3 µM;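 active means activation above its plate's cutoff, the mean activation of sample wells plus 3 SD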; further: some results filed as inactive read as strong as hits
# PHOSPHO1 inh: PubChem AID 1565; recombinant PHOSPHO1, absorbance phosphatase assay; Phosphoethanolamine/phosphocholine phosphatase (Homo sapiens), Q8TCT1; 290,000 compounds, 1.1% hits; inhibition, % at 13.3 µM; in the data active means inhibition above about 60%
# p-CIP stab down: p/CIP-EGFP fusion destabilizers, primary screen, fluorescence, F442A cells | decrease of EGFP signal, % at 10 µM | 290,000 compounds, 0.01% hits | 16 h | Q05BA5 | AID 1984, 2009;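 active means EGFP signal decrease of at least 30% at 10 µM or well 3 SD below plate mean, unless failing retest; inactive means the rest, including hits failing retest or dose response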; further: some compounds called inactive have numbers as strong as hits; many of its hits are not listed in these tables
# GalR3 antagonist: GalR3 antagonists in HEK293 cells, primary screen, cell-based, fluorescence readout. Galanin receptor type 3 (Homo sapiens), O60755. HEK293 GalR3-CNG cAMP membrane potential fluorescence; galR3 body fused to GalR1 C-terminus. inhibition, % at 3 µM. 360,000 compounds, 0.44% hits. AID 651719, 2012;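 active means inhibition above the screen-wide average plus 3 SD, cut at about 13% in these data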;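 further: forskolin and galanin both at EC90 stimulate the cells; cAMP rise reported by CNG channel membrane potential dye signal; 0% = forskolin plus galanin with DMSO and 100% = forskolin alone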
# IDE cell inh: human IDE inhibitors in live cells, primary screen, fluorescence polarization, HEK cells, FAbetaB substrate; Insulin-degrading enzyme (Homo sapiens), P14735; FAbetaB cleavage; inhibition, % at 5.59 µM; 320,000 compounds, 0.41% hits; AID 434962, 2010;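 active means percent inhibition above the average of all tested compounds plus 3 SD, set per screening campaign, cut at about 16% in these data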;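 further: IDE supplied by intact live HEK cells; FP after avidin binding of uncleaved biotin substrate so inhibition keeps polarization high; 0% = DMSO wells and 100% = 60 µM reference IDE inhibitor Ii1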
# Target sequence (P14735 whole entry, looked up): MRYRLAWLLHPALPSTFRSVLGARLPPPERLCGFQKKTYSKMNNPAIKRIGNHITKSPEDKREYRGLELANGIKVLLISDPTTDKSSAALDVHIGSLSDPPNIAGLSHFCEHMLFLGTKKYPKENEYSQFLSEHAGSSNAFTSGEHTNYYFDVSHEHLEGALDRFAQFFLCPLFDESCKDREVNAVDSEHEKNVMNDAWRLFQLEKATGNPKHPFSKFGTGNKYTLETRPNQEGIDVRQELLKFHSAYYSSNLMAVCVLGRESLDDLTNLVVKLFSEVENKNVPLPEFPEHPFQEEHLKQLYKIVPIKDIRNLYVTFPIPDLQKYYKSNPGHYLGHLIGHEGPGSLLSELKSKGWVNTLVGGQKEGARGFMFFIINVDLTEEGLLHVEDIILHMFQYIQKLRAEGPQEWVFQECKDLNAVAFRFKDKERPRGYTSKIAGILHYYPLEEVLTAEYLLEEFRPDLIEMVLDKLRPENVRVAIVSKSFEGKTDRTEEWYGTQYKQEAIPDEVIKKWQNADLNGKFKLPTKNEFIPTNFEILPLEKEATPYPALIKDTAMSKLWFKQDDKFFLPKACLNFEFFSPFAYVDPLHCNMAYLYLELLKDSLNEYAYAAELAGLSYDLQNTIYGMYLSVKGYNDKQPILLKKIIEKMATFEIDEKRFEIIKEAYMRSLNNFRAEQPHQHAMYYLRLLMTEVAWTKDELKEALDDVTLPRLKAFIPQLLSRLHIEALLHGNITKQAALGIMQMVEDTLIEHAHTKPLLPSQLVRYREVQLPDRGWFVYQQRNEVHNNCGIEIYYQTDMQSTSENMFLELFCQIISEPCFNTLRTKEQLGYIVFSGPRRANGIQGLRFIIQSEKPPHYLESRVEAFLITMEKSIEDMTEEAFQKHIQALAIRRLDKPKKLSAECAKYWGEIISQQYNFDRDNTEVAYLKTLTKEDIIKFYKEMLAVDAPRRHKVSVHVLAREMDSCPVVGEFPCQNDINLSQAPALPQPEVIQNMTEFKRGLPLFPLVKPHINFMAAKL
# MEKK3 PB1 HTS: modulators of MEKK3-MEK5 PB1 binding, primary screen, biochemical, wildtype MEKK3, multiplex bead flow cytometry, Alexa488-MEK5. Mitogen-activated protein kinase kinase kinase 3 (Homo sapiens), Q99759. bead-based flow cytometry, Alexa488-MEK5 binding to MEKK3; actives lie on both sides; 0 = blocked by unlabeled MEK5, 100 = vehicle. binding response (% of control), % at 10 µM. 290,000 compounds, 1.4% hits. AID 1529, 2009;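 active means binding response more than 3 SD above or below the average of its plate-row segment, actives on both sides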;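 further: Alexa488 bead fluorescence after subtracting the streptavidin-only scavenger bead signal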
# IDE act: human IDE activators in live cells, primary screen, fluorescence polarization, HEK cells, FAbeta-B substrate; Insulin-degrading enzyme (Homo sapiens), P14735; FAbeta-B cleavage; 0% vehicle, 100% cell-free pure enzyme wells; activation, % at 5.96 µM; 340,000 compounds, 0.073% hits;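 active means activation above the mean of all tested compounds plus 3 SD, set per screening campaign, cut at about 17% in these data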
# CRFBP-R2 agonist: agonists of CRF-BP/CRF-R2 complex, primary screen, cell-based, HEK293, calcium dye fluorescence, uHTS | CRF-binding protein / CRF receptor 2 complex (human) | calcium dye fluorescence (FLIPR); percent of saturating CRF peptide response | activation, % at 13.2 µM | 350,000 compounds, 0.46% hits;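 active means activation of at least 50%, plus an integration ratio under a set limit after plate pattern correction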;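 further: plate controls were neutral control wells without compound for no effect and CRF at EC100 for full effect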
# The depositor's hits bear a star; x = not tested or not shown.
SMILES,CRFR2-BP antag,M4 PAM,PHOSPHO1 inh,p-CIP stab down,GalR3 antagonist,IDE cell inh,MEKK3 PB1 HTS,IDE act,CRFBP-R2 agonist
Cc1cc(C)nc(SC2CCCCC2O)n1 (stereo unspecified),13.7,1.2,5.0,-3.7,-0.2,-1.9,105.0,3.7,-0.1
CCOc1ccc(NC(=O)N2CCC(NC(=O)C(Cc3ccc(OC)c(OC)c3)NC(C)=O)CC2)cc1 (stereo unspecified),7.0,-3.9,13.6,-4.7,-0.8,7.1,104.0,3.5,-0.2
Cc1cc(C)n(-c2nc(C)nc(NCc3ccccc3)n2)n1,-35.0,13.9,-4.4,-7.4,-10.1,-5.1,105.0,3.4,27.8
O=C(O)CC1S/C(=N\N=C2CCCCCCC2)N(c2ccccc2)C1=O (stereo unspecified),9.0,-3.4,24.7,-3.8,5.7,-0.3,99.0,2.6,-0.3
O=C(Cc1ccccc1)NCC(=O)N1CCN(c2ccccc2F)CC1,-7.4,6.7,46.6,3.6,-1.3,-4.4,95.0,-7.5,-1.0
COc1ccc(NC(=O)CN2C(=O)CSC(C)C2=O)c(OC)c1 (stereo unspecified),3.1,6.0,-2.9,-3.2,-2.7,-1.1,137.0*,1.8,1.4
CCC(C)NC(=O)Nc1ccc(Br)cc1Cl (stereo unspecified),11.0,1.1,26.2,-5.0,-6.3,4.3,75.0,6.8,0.0
O=C(Nc1ccc2oc(-c3cccnc3)nc2c1)c1cccnc1,3.0,-5.2,19.3,5.0,1.2,-2.1,103.0,2.8,-0.6
O=C(/C=C/c1ccccc1)Nc1ncn[nH]1,-0.4,0.5,-13.7,-30.0,x,1.6,106.0,1.6,1.9
CC(C)CN(C(=O)c1ccc(N2CCCC2=O)cc1)c1c(N)n(Cc2ccccc2)c(=O)[nH]c1=O,-0.5,0.7,x,x,-1.8,-3.6,x,0.9,-0.4
C[C@@H]1CCCCO[C@@H](CN(C)S(=O)(=O)c2ccccc2)[C@@H](C)CN([C@H](C)CO)C(=O)c2cc(N(C)C)ccc2O1,4.1,4.6,x,x,-3.4,x,x,x,0.1
CC(C)(C)OC(=O)Nc1ccc([C@H](NC(=O)OC(C)(C)C)C(=O)OC(C)(C)C)cc1,-2.0,2.8,x,x,-2.8,-0.3,x,6.4,-0.3
O=C(Nc1ccc(F)cc1)Nc1nnc(-c2ccncc2)s1,11.2,1.9,-6.4,-17.1,-4.6,-0.3,103.0,-1.7,12.3
C=CCSc1nc2c(c(=O)n(C)c(=O)n2C)n1CC,-8.0,5.8,-11.7,9.6,-5.1,3.6,103.0,-0.2,2.9
C#CCOCCOCCOCCNc1nc(N2CCN(C(=O)[C@H](CCC(=O)O)n3cc(C(N)CO)nn3)CC2)nc(N2CCN(C(=O)[C@H](Cc3cc4ccccc4[nH]3)n3cc(C(N)[C@H](C)CC)nn3)CC2)n1 (stereo partly specified),3.7,9.9,-4.2,-2.2,x,-0.9,103.0,2.8,-1.7
CCOC(=O)[C@@H]1[C@H]2COc3ccc(Br)cc3[C@@H]2N2C(=O)N(c3ccc(Cl)cc3)C(=O)[C@]12C,6.4,6.5,x,x,-4.5,1.0,115.0,1.4,1.6
Cc1ccc(CN2CCN(C(=O)c3cccc4ccccc34)CC2)cc1,7.8,-1.4,30.5,-5.9,-2.8,x,102.0,-1.1,-1.8
Cc1csc(=O)n1CCC(=O)OCc1nnc(-c2ccc([N+](=O)[O-])cc2)o1,3.3,-1.4,x,x,0.5,1.3,x,0.5,0.4
CCOC(=O)CNC(=O)N1CCC(CCC(=O)N(C)Cc2ccccc2)CC1,5.8,2.8,35.7,-11.9,-1.7,-1.6,109.0,2.9,-1.5
COc1ccc(OC)c(NC(=O)CCCC(=O)NC2CCCCC2)c1,-8.5,3.4,44.0,8.7,-4.5,2.5,106.0,2.4,-3.9
Cc1ncc2c(n1)-c1cc(F)ccc1SC2,-0.6,3.5,31.3,6.0,-9.3,-0.1,95.0,3.3,-2.9
COCCn1c(NC(=S)NC(=O)C2CC2)cc(=O)[nH]c1=O,31.9,9.9,5.0,-5.4,3.0,0.4,97.0,0.2,-3.2
Cc1[nH]c2ccccc2c1C(=O)CSc1ccc(F)cc1,-8.6,1.7,-2.0,-2.3,-3.4,5.5,102.0,-1.3,4.8
CCOc1cccc(NC(=O)c2ccc(S(=O)(=O)N3CCCC3)cc2)c1,6.8,-4.9,-9.6,-7.9,3.2,-4.4,97.0,2.7,-0.9
COc1ccc(CC(=O)OCC(=O)NCC2CCCO2)cc1OC (stereo unspecified),0.6,0.2,x,x,-2.4,3.0,x,2.6,1.3
O=[N+]([O-])c1ccc(S(=O)(=O)N2CCN(Cc3ccco3)CC2)cc1,33.4,-6.6,10.8,3.3,-6.4,3.3,101.0,2.5,-2.7
COc1ccc(C(=O)NCCN2C(=O)S/C(=C\c3cccnc3)C2=O)cc1[N+](=O)[O-],12.2,-17.4,-1.3,4.9,8.0,-0.5,100.0,3.0,1.1
CCc1nn(C(C)C(=O)NCc2cccc(Cl)c2)c(=O)c2cc3occc3n12 (stereo unspecified),-4.4,-3.5,31.5,1.2,-2.5,0.3,100.0,3.6,-2.5
COc1cccc(NC(=O)CN(C)C(=O)CSc2ncnc3sc(C)c(C)c23)c1,-2.7,-1.9,x,x,-5.9,9.7,x,-7.7,-2.8
COc1ccc(/C=N/NC(=O)c2ccc(NS(=O)(=O)c3cccs3)cc2)cc1,11.2,4.9,x,x,-1.3,-3.7,x,0.6,-2.2
CCOC(=O)C1=C(COC(=O)c2ccc(C)c(S(=O)(=O)N3CCOCC3)c2)NC(=O)NC1C (stereo unspecified),-4.4,1.6,x,x,-6.5,x,x,4.3,-0.7
COc1ccc(C(=O)/C=C/Nc2c(C)n(C)n(-c3ccccc3)c2=O)c(OC)c1,-14.7,-1.9,17.2,-17.5,-2.6,-5.7,84.0,-2.2,3.5
CCC(=O)Oc1ccc(NC(=O)c2ccc(S(=O)(=O)N3CCCC3)cc2)cc1,8.9,-5.9,x,x,-6.8,x,x,x,-0.5
O=C(CNC(=O)c1ccccc1Cl)OC1CCOC1=O (stereo unspecified),-3.4,3.3,27.1,0.2,7.5,-2.0,109.0,1.7,4.0
CCOC(=O)N1CCN(C(=O)CCS(=O)(=O)c2ccc3c(c2)CC(C)N3C(=O)CC)CC1 (stereo unspecified),-21.4,3.4,38.5,-1.4,-11.1,-3.5,99.0,-3.8,3.0
N=c1nc(SCCC(=O)O)ss1,-1.5,5.7,-14.0,0.7,1.9,1.7,98.0,7.8,-1.7
CCOC(=O)c1cnc2c(OC)cccc2c1NCc1cccnc1,-7.5,-21.4,58.6,6.9,-3.5,2.6,99.0,-2.9,2.1
CCOC(=O)C(=NC1CCS(=O)(=O)C1)NNc1ccccc1Cl (stereo unspecified),-10.1,5.3,11.1,-2.7,-5.6,6.0,98.0,5.1,-0.9
COc1ccc(CC(=O)OCCN(C)C)cc1,-3.9,0.7,-4.8,6.3,-1.7,0.5,101.0,6.4,-1.2
CSc1ccc(S(=O)(=O)N2CCC(C(=O)Nc3cccnc3)CC2)cc1,-3.6,-8.9,31.9,4.9,-8.2,-1.2,98.0,3.5,4.6

# Structures listed above printed as active in MEKK3 PB1 HTS:
SMILES,CRFR2-BP antag,M4 PAM,PHOSPHO1 inh,p-CIP stab down,GalR3 antagonist,IDE cell inh,MEKK3 PB1 HTS,IDE act,CRFBP-R2 agonist
COc1ccc(NC(=O)CN2C(=O)CSC(C)C2=O)c(OC)c1 (stereo unspecified),3.1,6.0,-2.9,-3.2,-2.7,-1.1,137.0*,1.8,1.4

# (listing goes on)
SMILES,CRFR2-BP antag,M4 PAM,PHOSPHO1 inh,p-CIP stab down,GalR3 antagonist,IDE cell inh,MEKK3 PB1 HTS,IDE act,CRFBP-R2 agonist
O=C(NCCc1c[nH]c2ccccc12)C1CCC(=O)N(CCc2cccc(F)c2)C1 (stereo unspecified),7.9,3.4,-7.2,-1.8,0.0,4.1,107.0,-3.5,-1.5
COc1ccc(CCNC(=S)NCCc2c[nH]c3ccccc23)cc1,-0.1,-6.7,-1.7,-4.7,-7.3,-2.4,102.0,8.4,-0.8
Cc1cc(C)c2c(N)c(C(=O)N/N=C/c3ccccc3)sc2n1,-2.7,-8.8,31.6,0.5,-2.1,-2.0,101.0,-2.9,-7.3
O=C(N=Nc1c(O)[nH]c2ccccc12)c1cccc(S(=O)(=O)N2CCCCC2)c1,-4.0,-1.4,-13.2,-18.9,-4.1,0.0,97.0,3.2,-2.0
Cc1c(C)n(C(=O)CN2CCN(c3ccccn3)CC2)c2ccccc12,-7.2,3.3,-6.7,0.4,-0.1,-1.9,107.0,-2.1,-1.2
CC(OC(=O)CCN=C1NS(=O)(=O)c2ccccc21)C(=O)Nc1ccc(S(N)(=O)=O)cc1 (stereo unspecified),-6.1,4.9,x,x,-0.9,-2.7,x,4.8,1.7
Cc1ccccc1C(=O)NC(CC(C)C)C(=O)Nc1ccc(F)c([N+](=O)[O-])c1 (stereo unspecified),7.6,15.3,-4.4,1.2,3.0,6.9,91.0,2.7,-3.1
Cc1ccn2cc(CNS(=O)(=O)c3cccs3)nc2c1,2.6,-13.7,-10.5,4.0,4.3,3.7,87.0,-0.1,-0.7
OCCC1CN(Cc2ccc(Oc3ncccn3)cc2)CCN1CCc1ccccc1 (stereo unspecified),-7.5,-6.2,1.2,-0.8,-4.2,-4.5,102.0,2.0,-0.6
N#Cc1ccccc1S(=O)(=O)N1CCN(Cc2c(O)ccc3ccccc23)CC1,-6.8,3.4,x,x,-1.5,-3.9,x,4.2,0.4
O=C(COc1ccccc1)N(CCc1ccccc1)c1nc(-c2ccc(F)cc2)cs1,-45.8,1.8,-1.1,-7.3,-3.8,6.3,x,3.7,5.8
CCC(C)[C@H](NC(=O)[C@@H]1Cc2ccccc2CN1)C(=O)Nc1ccc2c(c1)OCO2 (stereo partly specified),4.6,-10.4,-6.1,3.9,-8.0,7.0,86.0,-0.5,-3.1
CCOC(=O)C1=C(C)OC(=Cc2ccccc2)C1=O,1.4,3.1,x,x,-3.8,x,x,x,-2.0
Oc1sc(C=Nc2ccccc2)c2ccccc12,-227.7,7.7,64.9*,-96.7,-1.2,25.9*,106.0,-30.6,123.4*

# 3 records picked at random from those above, as already listed:
SMILES,CRFR2-BP antag,M4 PAM,PHOSPHO1 inh,p-CIP stab down,GalR3 antagonist,IDE cell inh,MEKK3 PB1 HTS,IDE act,CRFBP-R2 agonist
O=C(NCCc1c[nH]c2ccccc12)C1CCC(=O)N(CCc2cccc(F)c2)C1 (stereo unspecified),7.9,3.4,-7.2,-1.8,0.0,4.1,107.0,-3.5,-1.5
CCC(C)[C@H](NC(=O)[C@@H]1Cc2ccccc2CN1)C(=O)Nc1ccc2c(c1)OCO2 (stereo partly specified),4.6,-10.4,-6.1,3.9,-8.0,7.0,86.0,-0.5,-3.1
Cc1ccccc1C(=O)NC(CC(C)C)C(=O)Nc1ccc(F)c([N+](=O)[O-])c1 (stereo unspecified),7.6,15.3,-4.4,1.2,3.0,6.9,91.0,2.7,-3.1

# Rows are unselected. Share with any hit: about 4.2%.
